T cruzi growth – T. cruzi intracellular proliferation inhibitors, primary screen, cell-based, beta-gal Tulahuen parasites, NIH3T3 host, luminescence. 5.9% of 77,000 active. T. cruzi beta-gal in NIH3T3, GalScreen luminescence, 90 h. inhibition, % at 8.34 µM;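 active = mean inhibition above about 93%, with at least 55% of replicates each passing it, limit read from the data, passing the limit was not always enough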
Pf Dd2 inh – P. falciparum Dd2 growth inhibitors, primary screen, SYBR Green fluorescence, single dose replicates; 72 h; active compounds read low; activity change, % at 10 µM; 2.3% of 94,000 active; AID 1159554, 2015; in the data active = activity change below about -80%
GASC1 inh – inhibitors of GASC-1 (KDM4C) histone demethylase, primary screen, biochemical, single concentration HTS; 0.15% of 96,000 active; Lysine-specific demethylase 4C (Homo sapiens), Q9H3R0; GST-KDM4C 2-372, H3K9me3 peptide, LANCE TR-FRET; inhibition, % at 12.5 µM;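 active = mean replicate inhibition above about 25%, with at least 55% of replicates also reaching it, limit read from the data, passing the limit was not always enough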
Target sequence (Q9H3R0 2-372 limits assumed): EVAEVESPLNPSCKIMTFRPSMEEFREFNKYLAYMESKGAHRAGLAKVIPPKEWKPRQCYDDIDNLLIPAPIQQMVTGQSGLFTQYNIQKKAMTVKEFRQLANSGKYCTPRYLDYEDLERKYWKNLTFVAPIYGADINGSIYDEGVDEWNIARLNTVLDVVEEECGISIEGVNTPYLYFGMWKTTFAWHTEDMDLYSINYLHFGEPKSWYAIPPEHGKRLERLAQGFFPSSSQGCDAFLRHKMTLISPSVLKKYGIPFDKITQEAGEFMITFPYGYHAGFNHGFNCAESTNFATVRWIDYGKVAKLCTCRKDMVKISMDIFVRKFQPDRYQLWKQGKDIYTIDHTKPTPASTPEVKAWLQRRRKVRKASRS
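Material: GST-tagged GASC-1 (JMJD2C) catalytic fragment, aa 2-372. Input: enzyme final amount 10 nM. Medium: HEPES buffer, pH 7.5, plus ascorbate. Reagent: H3K9me3 peptide substrate, Fe(II), 2-oxoglutarate. Doses: single dose. Times: reaction 30 min RT, detection step 1 h RT. Measured by: LANCE TR-FRET. Evaluation: Fall in 671/618 emission ratio as inhibition.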
C diff growth – C. difficile growth inhibitors, primary screen, HTS | 0.25% of 86,000 active | Clostridium difficile clinical isolate growth, OD600, 24 h; active compounds read low | AID 1259249, 2017 | growth activity, negative = inhibition, % at 16 µg/mL (by protocol);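 active = mean growth activity at or below -80% and every replicate also at or below -80%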;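 note: 0% = DMSO wells and -100% = levofloxacin 16 µg/mL wells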
The depositor's hits bear a star; · = not tested or not shown; & = joins results of further samples.

structure | T cruzi growth | Pf Dd2 inh | GASC1 inh | C diff growth
Cc1cccc(S(=O)(=O)N2C[C@@H]3[C@H](c4ccccc42)[C@@H](CO)N3CC2CCCC2)c1 | 61 | -64 | 2.8 | 50
C[C@H](CO)N1C[C@H](C)[C@H](CN(C)Cc2ccc(F)cc2)Oc2ncc(-c3cncnc3)cc2C1=O | 55 | 15 | 2.2 | 0
CO[C@H]1CN(C)C(=O)c2cccc(C#N)c2OC[C@H]2O[C@H](CC[C@@H]2OC)CCN(C)C(=O)[C@H]1C | -22 | 33 | 1.0 | ·
CC(C)C#Cc1ccc2c(c1)O[C@@H](CN(C)S(C)(=O)=O)[C@@H](C)CN([C@@H](C)CO)S2(=O)=O | 71 | 38 | 0.3 | 9
C[C@@H]1CN([C@H](C)CO)C(=O)c2cc(C#CCC3CCCC3)cnc2O[C@@H]1CN(C)Cc1ccccn1 | 40 | -37 | 2.9 | -21
C[C@H](CO)N1C[C@H](C)[C@@H](CN(C)S(C)(=O)=O)Oc2ccc(NS(=O)(=O)c3ccc(Cl)cc3)cc2CC1=O | 21 | -2 | 0.1 | 0
C[C@@H]1CN([C@H](C)CO)C(=O)CCCn2nncc2CO[C@@H]1CN(C)S(=O)(=O)c1ccccc1 | 3&86 | 3&20 | -1.1 | -3
CO[C@@H]1CN(C)C(=O)c2cc(NC(=O)Cc3ccccc3)ccc2OC[C@@H](C)NC[C@@H]1C | 17 | 33 | 0.5 | ·
C[C@@H]1CN([C@@H](C)CO)S(=O)(=O)c2ccc(C3=CCCC3)cc2O[C@@H]1CN(C)S(C)(=O)=O | -36 | 17 | -0.2 | ·
Cc1ccc(S(=O)(=O)N(C)C[C@H]2OCCCC[C@H](C)Oc3ccc(NC(=O)NC(C)C)cc3C(=O)N([C@@H](C)CO)C[C@H]2C)cc1 | 10 | -63 | -0.5 | -4

structure | T cruzi growth | Pf Dd2 inh | GASC1 inh | C diff growth
C[C@@H]1CCCCO[C@H](CN(C)C(=O)c2ccccc2)[C@H](C)CN([C@H](C)CO)C(=O)c2cc(NC(=O)C3CCCCC3)ccc2O1 | 63 | -41 | 1.3 | -4
C[C@H](CO)N1C[C@H](C)[C@@H](CN(C)Cc2ccncc2)Oc2c(NC(=O)C3CCOCC3)cccc2C1=O | -15 | 5 | 0.9 | 1
COc1ccccc1S(=O)(=O)N[C@@H]1C=C[C@@H](CC(=O)N2CCCCC2)O[C@@H]1CO | -28 | -18 | 0.6 | ·
Cc1ccccc1S(=O)(=O)N1CCCCN2[C@H](CO)[C@@H](c3ccc(-c4cccc(F)c4)cc3)[C@@H]2C1 | 90 | 5 | -0.5 | 20
COc1ccccc1CN1[C@H](CO)[C@@H]2c3ccccc3N(C(=O)c3ccc(F)cc3)C[C@@H]21 | -1 | -15 | 2.5 | 5
C[C@H]1CN([C@@H](C)CO)C(=O)c2cc(Br)cnc2O[C@@H]1CN(C)C(=O)NC1CCCCC1 | 28 | 4 | 0.0 | 2
C[C@@H]1CN([C@H](C)CO)C(=O)c2cc(NC(=O)c3ccncc3)ccc2O[C@@H]1CN(C)S(C)(=O)=O | 16 | 23 | -0.2 | -3
CCCNC(=O)C[C@@H]1CC[C@H]2[C@H](COc3ccc(NC(=O)c4ccc(OC)cc4)cc3C(=O)N2C)O1 | 45 | -18 | 2.9 | 1
C[C@@H]1CN([C@H](C)CO)C(=O)c2cc(NS(=O)(=O)c3cccs3)ccc2O[C@@H](C)CCCCO[C@@H]1CN(C)CC1CCCCC1 | 80 | -40 | 0.6 | 9
C[C@@H]1CN([C@@H](C)CO)C(=O)c2cc(NC(=O)Cn3cnnn3)ccc2O[C@@H]1CN(C)S(=O)(=O)c1ccc(F)cc1 | 22 | 8 | -0.7 | -5

structure | T cruzi growth | Pf Dd2 inh | GASC1 inh | C diff growth
O=C(C[C@H]1C=C[C@H](NS(=O)(=O)c2ccccc2)[C@@H](CO)O1)NCc1ccc(Cl)c(Cl)c1 | -9 | 9 | 2.8 | ·
CN(C)C(=O)c1cccc(-c2ccccc2[C@@H]2[C@H](C#N)N(C(=O)C3CCC3)[C@H]2CO)c1 | · | 61 | 1.1 | -2
CCC(=O)Nc1ccc2c(c1)C(=O)N(C)C[C@H](OC)[C@@H](C)CN(Cc1ccccc1F)[C@H](C)CO2 | 30 | -33 | 1.0 | ·
COc1ccc(S(=O)(=O)N(C)C[C@@H]2OCc3cn(nn3)CCCC(=O)N([C@H](C)CO)C[C@@H]2C)cc1 | 48 | 14 | 0.2 | -4
CS(=O)(=O)Nc1ccc2c(c1)[C@H]1C[C@@H](CC(=O)NCc3ccncc3)O[C@H](CO)[C@H]1O2 | -26 | 8 | 0.4 | -1
CNC[C@@H]1Oc2c(NC(=O)Nc3c(C)noc3C)cccc2C(=O)N([C@@H](C)CO)C[C@@H]1C | -52 | 37 | -0.7 | -4
C[C@H](CO)N1C[C@H](C)[C@H](CN(C)C(=O)c2ccccc2)Oc2ncc(C3=CCCCC3)cc2C1=O | 4 | 1 | 2.8 | -2
COc1ccc(S(=O)(=O)Nc2cccc3c2O[C@H](CN(C)Cc2ccc4c(c2)OCO4)[C@@H](C)CN([C@@H](C)CO)C3=O)cc1 | -10 | 3 | 5.1 | 5
COc1ccc(NC(=O)N(C)C[C@H]2Oc3ccc(NC(=O)NC(C)C)cc3CC(=O)N([C@@H](C)CO)C[C@H]2C)cc1 | 30 | 0 | -0.2 | -5
CO[C@@H]1CN(C)C(=O)c2cc(NS(C)(=O)=O)ccc2OC[C@@H](C)N(Cc2cccnc2)C[C@H]1C | 33 | · | 0.4 | ·

structure | T cruzi growth | Pf Dd2 inh | GASC1 inh | C diff growth
CNC[C@H]1Oc2ccc(NC(=O)NC3CCCCC3)cc2CC(=O)N([C@@H](C)CO)C[C@@H]1C | -3 | 4 | -0.8 | 0
C[C@@H]1CN([C@@H](C)CO)S(=O)(=O)c2ccc(-c3ccc(F)cc3)cc2O[C@@H]1CN(C)C(=O)Nc1ccccc1F | 98* | -19 | -0.7 | -3
C[C@H](CO)N1C[C@H](C)[C@@H](CN(C)C(=O)C2CC2)Oc2ncc(-c3cccc(C#N)c3)cc2C1=O | 68 | 15 | -0.4 | ·
COCC(=O)Nc1ccc2c(c1)C(=O)N(C)[C@@H]1CC[C@H](CC(=O)NCc3ccccc3F)O[C@H]1CO2 | -10 | -2 | -0.5 | -3
C[C@@H]1CCCCO[C@@H](CN(C)C(=O)CCCN(C)C)[C@@H](C)CN([C@H](C)CO)C(=O)c2cc(NS(=O)(=O)c3ccc(F)cc3)ccc2O1 | · | 59 | 17 | 5
O=C(C1CCCCC1)N1CC(=O)N2[C@@H](CO)[C@@H](c3ccc(C#CCc4ccccc4)cc3)[C@@H]2C1 | · | -37 | 0.2 | -8
C[C@H]1CN([C@@H](C)CO)C(=O)c2cc(C#CC3(O)CCCC3)cnc2O[C@H]1CN(C)Cc1ccccn1 | -15 | 32 | 1.5 | -2
COc1ccc2c3c(n(C)c2c1)[C@@H](CO)N(C(C)=O)CC31CN(C(=O)C2CCOCC2)C1 | · | -6 | 0.1 | -2
O=C(Nc1cc(F)ccc1F)N1CC(=O)N2[C@H](C1)[C@H](c1ccc(-c3cccnc3)cc1)[C@@H]2CO | · | 29 | -1.0 | -7
O=C(Nc1ccc(F)cc1)N1CC(=O)N2[C@H](CO)[C@@H](c3ccc(-c4ccccc4)cc3)[C@@H]2C1 | · | -6 | 1.4 | -3

structure | T cruzi growth | Pf Dd2 inh | GASC1 inh | C diff growth
CCCNC(=O)N1[C@@H](CO)[C@@H]2c3ccccc3N(C)C[C@@H]21 | 0 | 15 | -0.3 | 3
CC(C)CC#Cc1ccc([C@H]2[C@@H](CO)N3C(=O)CN(S(=O)(=O)c4ccccc4)C[C@@H]23)cc1 | · | -28 | -0.6 | 9
O=C(C[C@@H]1C[C@@H]2c3cc(NC(=O)C4CCC4)ccc3O[C@@H]2[C@H](CO)O1)NCCc1ccccc1 | -56 | -16 | -1.0 | -25
COC(=O)C[C@@H]1CC[C@H]2[C@@H](COc3ccc(NC(=O)Nc4ccc(C)cc4)cc3C(=O)N2C)O1 | 28 | -8 | 1.6 | -3
CCCNC(=O)[C@H]1[C@H](CO)[C@H]2Cn3c(cccc3=O)[C@@H]1N2C(=O)C1CC1 | 6 | 21 | -0.5 | -2
N#C[C@@H]1[C@@H](c2ccccc2C2=CCCC2)[C@H](CO)N1C(=O)C1CC1 | · | -79 | 0.1 | -4
COc1ccc(-c2cn(CC[C@H]3CC[C@H](NC(=O)NC(C)C)[C@H](CO)O3)nn2)cc1 | -21 | 22 | -0.1 | -4
COc1ccccc1CNC(=O)C[C@H]1CC[C@H]2[C@@H](COC[C@@H](O)CN2C(=O)Nc2ccccc2)O1 | 71 | 3 | 0.7 | ·
C[C@H]1CN([C@@H](C)CO)C(=O)c2cc(NS(C)(=O)=O)ccc2O[C@H]1CN(C)Cc1ccncc1 | 8 | 20 | -0.2 | 3
C[C@@H]1CN([C@@H](C)CO)C(=O)CCCn2nncc2CO[C@@H]1CN(C)S(=O)(=O)c1ccc(Oc2ccccc2)cc1 | 28&50 | -13&-6 | -1.4 | 8

structure | T cruzi growth | Pf Dd2 inh | GASC1 inh | C diff growth
CCCN(C)C[C@H]1OCc2cnnn2CCCC(=O)N([C@H](C)CO)C[C@H]1C | 27 | 12 | -0.9 | ·
COCC(=O)Nc1ccc2c(c1)OC[C@H](C)N(CCc1ccccc1)C[C@@H](C)[C@@H](OC)CN(C)C2=O | 25 | -43 | 0.8 | ·
C[C@@H]1CCCCO[C@@H](CN(C)C(=O)C2CCCCC2)[C@H](C)CN([C@H](C)CO)C(=O)c2cc(NC(=O)CCCN(C)C)ccc2O1 | -1 | -17 | 4.6 | 2
Cc1noc(C)c1NC(=O)N(C)C[C@@H]1Oc2ccc(NC(=O)Nc3ccc(C(F)(F)F)cc3)cc2CC(=O)N([C@@H](C)CO)C[C@H]1C | 5 | -26 | -1.8 | 4
O=C(c1ccncc1)N1CC[C@@H]2[C@@H](CO)Nc3ccc(Br)cc3[C@@H]21 | 18 | 6 | -1.5 | 7
CCCC(O)C#Cc1cnc2c(c1)C(=O)N([C@H](C)CO)C[C@H](C)[C@H](CN(C)S(=O)(=O)c1ccc(OC)cc1)O2 (stereo partly drawn) | 21 | -15 | -0.6 | 2
O=C(C[C@@H]1CC[C@H]2[C@@H](COC[C@H](O)CN2Cc2cc(F)cc(F)c2)O1)Nc1nccs1 | 52 | -38 | 2.4 | 62&52
C/C=C/c1ccc2c(c1)O[C@H](CN(C)C(=O)Cc1ccccn1)[C@H](C)CN([C@H](C)CO)S2(=O)=O | 30 | 1 | 0.1 | 0
COc1ccccc1S(=O)(=O)N[C@@H]1C=C[C@H](CC(=O)NCc2cc(F)cc(F)c2)O[C@@H]1CO | 30 | 1 | -0.9 | ·
CCN1[C@@H]2c3ccc(-c4cccc(F)c4)c(=O)n3C[C@@H]2[C@@H](CO)[C@@H]1C(=O)N[C@H](C)c1ccccc1 | 68 | -5 | 7.5 | 2

Looked up by structure from the entries so far:
structure | T cruzi growth | Pf Dd2 inh | GASC1 inh | C diff growth
CO[C@@H]1CN(C)C(=O)c2cc(NC(=O)Cc3ccccc3)ccc2OC[C@@H](C)NC[C@@H]1C | 17 | 33 | 0.5 | ·
C[C@@H]1CCCCO[C@H](CN(C)C(=O)c2ccccc2)[C@H](C)CN([C@H](C)CO)C(=O)c2cc(NC(=O)C3CCCCC3)ccc2O1 | 63 | -41 | 1.3 | -4

Additional records follow:
structure | T cruzi growth | Pf Dd2 inh | GASC1 inh | C diff growth
Cc1noc(C)c1NC(=O)N[C@H]1C=C[C@@H](CC(=O)Nc2ccc(-c3ccccc3)cc2)O[C@H]1CO | 0 | 2 | -1.2 | ·
CCC(=O)N[C@H]1CC[C@@H](CC(=O)NCc2ccccc2F)O[C@H]1CO | -59 | 16 | -0.4 | ·
COc1ccc(S(=O)(=O)Nc2ccc3c(c2)C(=O)N([C@@H](C)CO)C[C@H](C)[C@@H](CN(C)Cc2ccncc2)OCCCC[C@H](C)O3)cc1 | 25 | -52 | 5.6 | 9
O=C(C[C@@H]1CC[C@@H]2[C@H](COC[C@H](O)CN2C(=O)Nc2ccc(Cl)cc2)O1)NCc1ccncn1 | 7 | 0 | -0.9 | ·
CC(=O)N1CC2(C1)[C@@H](c1ccc(-c3cccc(F)c3)cc1)[C@@H](CO)N2CC1CC1 | · | -27 | 1.7 | 1

Rewritten with values under each structure: two of the compounds above
Fields: T cruzi growth, Pf Dd2 inh, GASC1 inh, C diff growth
O=C(C[C@@H]1CC[C@H]2[C@@H](COC[C@H](O)CN2Cc2cc(F)cc(F)c2)O1)Nc1nccs1
  52, -38, 2.4, 62&52
C/C=C/c1ccc2c(c1)O[C@H](CN(C)C(=O)Cc1ccccn1)[C@H](C)CN([C@H](C)CO)S2(=O)=O
  30, 1, 0.1, 0

Screens: PubChem, Broad Institute
